High-throughput results (PubChem)
ERp5 block – ERp5 (human) disulfide isomerase inhibition | Q15084 | ERp5 insulin aggregation, absorbance 650 nm, 90 min | inhibition, % at 9.99 µM | hit rate 0.05% among 350,000;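 active = mean replicate inhibition above about 25%, with every replicate also reaching it, limit read from the data, passing the limit was not always enough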
E-selectin induc – E-selectin induction on HUVECs. P16581. HUVEC E-selectin immunofluorescence imaging; normalized: neutral wells 0, TNF-alpha wells 100. activation, % at 7.58 µM. hit rate 0.37% among 260,000;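 active = mean E-selectin-positive cell signal at least 10% of the positive control, reached in at least 60% of replicates, without over 20% cell loss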;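 note: in these data hits start at about 27%; measured in HUVEC primary endothelial cells; signal is the percent of cells scored E-selectin positive by PE staining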
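Read-out basis: % PE-positive cells; Test system: HUVEC primary endothelial cells; Technique: immunofluorescence imaging; Dosing: single-point compound dose.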
RAD52 anneal inh – RAD52 (human) annealing inhibition; recombinant RAD52 DNA annealing, FRET fluorescence; inhibition, % at 18.7 µM; hit rate 0.46% among 360,000; AID 651710;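 active = every replicate showing at least 50% inhibition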
esBAF inh – SWI/SNF esBAF complex inhibition. mouse ES cells, Bmi1-luciferase knock-in reporter, 24 h; 100% = twice the neutral-well signal. reporter increase, % at 12.5 µM. hit rate 2% among 350,000; in the data active = activation above about 40%;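 note: 0% = median of the plate's neutral control wells and 100% = double that signal; a rise in the Bmi1 reporter signal indicates esBAF inhibition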
Xi reactivation – X-chromosome reactivation activator; hit rate 0.055% among 360,000; activation, % at 7.58 µM; XiGFP mouse fibroblasts, % GFP-positive cells imaging, 3 d; cells co-treated with 5-aza-dC sensitizer; scaled so ellipticine positive control = 100%;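 active = mean normalized replicate activation at least 10% and every replicate at or above 10%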;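 note: 0% = median of on-plate neutral control wells and 100% = ellipticine 6 µM median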
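material = 68-5-11 XiGFP fibroblast line | medium = DMEM plus 5-aza-dC sensitizer | schedule = 3 days compound exposure | benchmarks = positive control ellipticine, 6 µM final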
RAD54 branch – RAD54 (human) branch migration inhibition; RAD54 Holliday junction branch migration, FAM/BHQ fluorescence; inhibition, % at 10.4 µM; hit rate 0.14% among 360,000;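 active = mean normalized replicate activity at least 40 and at least half of replicates scoring 40 or more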;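 note: 0% = median of neutral control wells and 100% = median of positive control wells; inhibitors cause a drop in the FAM fluorescence signal; in these data hits start at about 50%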
Target sequence (Q92698 whole entry, looked up): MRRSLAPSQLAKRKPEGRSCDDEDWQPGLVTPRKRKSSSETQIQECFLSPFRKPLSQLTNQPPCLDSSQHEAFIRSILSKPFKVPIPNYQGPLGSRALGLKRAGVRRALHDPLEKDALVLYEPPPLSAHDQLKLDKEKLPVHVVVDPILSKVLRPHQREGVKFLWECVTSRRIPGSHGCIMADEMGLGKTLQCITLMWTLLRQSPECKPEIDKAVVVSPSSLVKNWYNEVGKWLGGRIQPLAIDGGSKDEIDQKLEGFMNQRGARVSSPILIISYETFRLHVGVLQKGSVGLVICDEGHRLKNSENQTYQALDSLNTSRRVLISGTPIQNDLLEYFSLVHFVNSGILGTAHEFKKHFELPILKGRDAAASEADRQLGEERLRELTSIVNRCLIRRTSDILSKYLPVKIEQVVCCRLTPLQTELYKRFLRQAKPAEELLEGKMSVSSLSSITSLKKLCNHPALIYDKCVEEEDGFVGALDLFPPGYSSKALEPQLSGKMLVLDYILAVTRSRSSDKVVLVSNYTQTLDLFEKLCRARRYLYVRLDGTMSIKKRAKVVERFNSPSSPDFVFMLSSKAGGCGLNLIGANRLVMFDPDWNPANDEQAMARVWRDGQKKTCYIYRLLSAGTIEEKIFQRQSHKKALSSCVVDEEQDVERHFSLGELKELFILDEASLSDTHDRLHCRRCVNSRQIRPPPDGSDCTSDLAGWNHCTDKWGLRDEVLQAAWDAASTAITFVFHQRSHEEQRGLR
S100A4 inh HTS – inhibitors of human S100A4 binding to myosin IIA peptide; S100A4/TAMRA-MyoIIA peptide fluorescence polarization; hit rate 0.14% among 360,000; inhibition, % at 10.7 µM;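 active = mean inhibition of at least 70% across replicates, with every replicate also reaching that level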
Target sequence (P26447 whole entry, looked up): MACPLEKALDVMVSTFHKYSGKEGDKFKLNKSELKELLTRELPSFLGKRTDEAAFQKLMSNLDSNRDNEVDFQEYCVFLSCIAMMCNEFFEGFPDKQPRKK
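Material: S100A4 monomer (human). Medium: Calcium-containing HEPES buffer, pH 7.2. Probe or stimulus: labelled myosin peptide probe, 5 nM. Compound dosing: one concentration per compound. Timing: polarization read 5 min after assay mix addition, stable 5–60 min. Benchmarks: DMSO as neutral control, TFP as positive control.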
ERAP1 inh – blocks human ERAP1 aminopeptidase activity | recombinant ERAP1, Leu-AMC fluorescence, 60 min | inhibition, % at 10.7 µM | hit rate 0.15% among 340,000;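 active = mean replicate inhibition of at least 30%, or all replicates individually reaching that 30% level; inactive = mean below 30% and not every replicate reaching it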;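 note: 0% = neutral control wells and 100% = L-leucinethiol positive control wells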
* marks the source's active call; other numbers are inactive results; . = not tested or not shown; & = joins results of further samples; ! = a repeat was not active.

1	CCc1nnc(NC(=O)CSc2nnc(C)c(=O)n2N)s1
2	COc1cc(OC)c(NC(=O)CC2SC(N)=NC2=O)cc1Cl (configuration not stated)
3	COc1ccc2c3c(n(C)c2c1)[C@H](CO)N(C(=O)c1ccncc1)CC31CN(CC2CC2)C1
4	COCC(=O)N(C)C[C@H]1Oc2ncc(/C=C/c3ccccc3)cc2C(=O)N([C@H](C)CO)C[C@@H]1C
5	CC(C)(C)OC(=O)N(CCc1ccccc1)Cc1cccc(OCc2cccc(NC(=O)c3ccccc3)c2)c1
6	COc1ccc(NC(=O)CCCc2ccc(OC)c(C)c2)cc1

screen / no.	1	2	3	4	5	6
RAD52 anneal inh	-4	-7	22	4	10	-6
Xi reactivation	0.2	0.2	0.0	-0.6	0.0	-0.1
E-selectin induc	-0.3	0.1	-0.2	-2.6	-0.1	2.1
RAD54 branch	-5	4	.	-1	-3	2
ERp5 block	2	-5	-14	-2	0	2
S100A4 inh HTS	-7	34	-1	5	1	-7
esBAF inh	-3	-5	.	3	3	-2
ERAP1 inh	4	2	0	-3	.	2

7	O=C(CSc1ccccn1)Nc1ccc(Cl)cn1
8	CN(C)C(=O)c1cn(-c2ccccc2)nc1-c1cc2ccccc2oc1=O
9	Cc1cc(C)nc(Nc2nc(C(N)Cc3ccc(C(F)(F)F)cc3)cs2)n1 (configuration not stated)
10	Cn1[nH]c(CSc2ccc(Cl)cc2)cc1=O
11	CCOC(=O)C1CCN(C(=O)c2cc(S(=O)(=O)N3CCc4ccccc43)ccc2OC)CC1
12	CC1CCCCC1NC(=S)NC(=O)c1sc2ccccc2c1Cl (configuration not stated)

screen / no.	7	8	9	10	11	12
RAD52 anneal inh	-17	2	-16	-3	-4	-14
Xi reactivation	0.0	0.0	-0.1	0.5	0.4	0.2
E-selectin induc	.	-1.8	0.5	.	-2.3	12
RAD54 branch	.	.	17	.	.	.
ERp5 block	1	3	-3	3	-3	4
S100A4 inh HTS	1	-5	-6	-1	1	-4
esBAF inh	.	.	-5	.	.	.
ERAP1 inh	11	17	-2	-1	0	1

13	CCc1ccc(NC(=O)Cn2c3[n+](c4c(F)c(F)ccc42)CCCCC3)cc1
14	Cc1cccc(S(=O)(=O)N2C[C@@H]3N[C@H](C2)C3c2ccc(-c3ccccc3F)cc2)c1 (some centres not stated)
15	C[C@@H]1CN([C@H](C)CO)C(=O)c2cc(C#Cc3ccncc3)cnc2O[C@@H]1CN(C)C(=O)c1ccccc1F
16	C[C@H](CO)N1C[C@H](C)[C@@H](CN(C)C(=O)Nc2cccc(C(F)(F)F)c2)OCc2cn(nn2)CCCC1=O
17	C[C@H](O)C#Cc1ccc2c(c1)O[C@@H](CN(C)Cc1ccc(-c3ccccc3)cc1)[C@H](C)CN([C@H](C)CO)S2(=O)=O
18	CC(=O)Oc1ccc2c(=O)oc(-c3ccccc3)nc2c1

screen / no.	13	14	15	16	17	18
RAD52 anneal inh	3	80*!	1	0&0	8	-10
Xi reactivation	0.0	0.0&0.0	-1.1	0.3&-0.2	-0.6	0.2
E-selectin induc	.	-0.1&0.1	-0.1	0.3&-0.1	-0.1	.
RAD54 branch	.	.	0	6	-12	-14
ERp5 block	6	0&3	-11	-1&7	-3	2
S100A4 inh HTS	-4	3&-5	-7	17&-6	1	-1
esBAF inh	.	.	-7	2&-4	-8	-2
ERAP1 inh	11	0&0	2	0&-5	-1	-2

19	Cc1cccc(NC(=O)Nc2ccccc2)n1
20	O=C(N/N=C/c1ccoc1)c1cc(Br)ccc1O
21	C/C(=N\NC(=O)C(O)c1ccccc1)c1ccc(C)s1 (configuration not stated)
22	CN(CC(=O)NCc1ccc(F)cc1)CC(=O)Nc1ccc(Cl)c(C(F)(F)F)c1
23	CC(OC(=O)c1ccc(Cl)cc1)C(=O)NCc1ccc2c(c1)OCO2 (configuration not stated)
24	CN1CCN(/N=C/c2ccc(-c3ccc([N+](=O)[O-])cc3Cl)o2)CC1

screen / no.	19	20	21	22	23	24
RAD52 anneal inh	2	-16	0	-7	-4	1
Xi reactivation	0.0	0.0	0.1	0.0	0.0	0.0
E-selectin induc	0.3	-1.0	.	-0.2	.	-0.2
RAD54 branch	-4	-1	.	5	3	.
ERp5 block	0	1	3	-3	2	-3
S100A4 inh HTS	-1	0	2	-1	-2	-5
esBAF inh	22	12	.	3	-4	.
ERAP1 inh	0	-4	-1	1	2	6

Ordered by formula weight (falling): part of the list above
22	CN(CC(=O)NCc1ccc(F)cc1)CC(=O)Nc1ccc(Cl)c(C(F)(F)F)c1
20	O=C(N/N=C/c1ccoc1)c1cc(Br)ccc1O
19	Cc1cccc(NC(=O)Nc2ccccc2)n1

screen / no.	22	20	19
RAD52 anneal inh	-7	-16	2
Xi reactivation	0.0	0.0	0.0
E-selectin induc	-0.2	-1.0	0.3
RAD54 branch	5	-1	-4
ERp5 block	-3	1	0
S100A4 inh HTS	-1	0	-1
esBAF inh	3	12	22
ERAP1 inh	1	-4	0

(continued)
25	C[C@H](CO)N1C[C@H](C)[C@@H](CN(C)Cc2ccc(C(F)(F)F)cc2)Oc2c(NC(=O)Nc3ccccc3)cccc2C1=O
26	Cc1c(-c2ccn[nH]2)cc(NC(=O)c2ccc(Cl)cc2)c(=O)n1N
27	Cc1ccc(S(=O)(=O)N2[C@@H](c3ccccc3F)C(C(=O)O)=CC[C@H]2c2ccc(Cl)cc2)cc1
28	C[C@H](CO)N1C[C@H](C)[C@@H](CN(C)Cc2ccc(C(=O)O)cc2)OCCCC[C@H](C)Oc2ccc(NS(=O)(=O)c3ccccc3)cc2C1=O
29	Cc1ccccc1CN1CCNC(=O)C1CC(=O)NC1CCCCCCC1 (configuration not stated)
30	COc1ccc(NC(=O)CSCC(=O)Nc2sccc2C#N)cc1

screen / no.	25	26	27	28	29	30
RAD52 anneal inh	12	-12	-17	.	-19	-29
Xi reactivation	-1.2	0.0	0.4	0.1	-0.1	0.3
E-selectin induc	1.3	.	0.1	0.0	-0.2	.
RAD54 branch	0	.	-2	1	-7	-7
ERp5 block	-1	2	0	.	2	-4
S100A4 inh HTS	5	2	-8	.	-9	-3
esBAF inh	1	.	-5	-7	4	.
ERAP1 inh	4	3	.	.	-1	1

31	O=C(C[C@@H]1C[C@H]2c3cc(NC(=O)NC4CCCC4)ccc3O[C@H]2[C@H](CO)O1)NCc1ccccn1
32	COCCN1C(=O)C(=O)/C(=C(/O)c2ccc(S(=O)(=O)N3CCCCC3)cc2)C1c1ccc(O)c(OC)c1 (configuration not stated)
33	CCOC(=O)CSC1=C(C#N)C(c2sccc2C)C(C(C)=O)=C(C)N1 (configuration not stated)
34	CC(Sc1ccccc1)C(=O)N1CCN(S(=O)(=O)c2cccc(Br)c2)CC1 (configuration not stated)
35	CC(=O)NCC(=O)N(C)C(C(=O)Nc1ccc2c(c1)OCCO2)c1ccc(C)cc1 (configuration not stated)
36	CC(C)(C)C1CCc2c(sc3c2C(=O)NC(c2ccco2)N3)C1 (configuration not stated)

screen / no.	31	32	33	34	35	36
RAD52 anneal inh	-7	-10	-68	-8	-9	-13
Xi reactivation	-0.1	0.0	.	.	0.1	.
E-selectin induc	-0.2	-0.1	.	.	4.8	.
RAD54 branch	.	-13	.	1	-8	-3
ERp5 block	-3	2	-4	2	0	2
S100A4 inh HTS	-1	0	1	2	0	-12
esBAF inh	.	0	.	-2	4	23
ERAP1 inh	-2	4	0	-2	0	0

37	O=C(C(=O)N1CCOCC1)c1cn(CCOc2ccccc2)c2ccccc12
38	CC(C)NC(=O)N(C)C[C@@H]1Oc2c(NS(=O)(=O)c3ccc(F)cc3)cccc2C(=O)N([C@H](C)CO)C[C@H]1C
39	C[C@H]1CN([C@@H](C)CO)C(=O)Cc2cc(NC(=O)C3CC3)ccc2O[C@H]1CN(C)S(=O)(=O)c1ccc(Cl)cc1
40	COCc1cc(=O)[nH]c2cc(NC(=O)c3cccc(OC)c3)c(C)cc12
41	COc1ccc(S(=O)(=O)N2Cc3ccccc3CC2C(=O)O)cc1 (configuration not stated)
42	O=C(O)c1ccccc1C(=O)Nc1ccc(Br)c2cccnc12

screen / no.	37	38	39	40	41	42
RAD52 anneal inh	-7	0	-5	-7	-12	-9
Xi reactivation	-0.1	0.0	0.0	0.0	.	0.0
E-selectin induc	.	0.1	0.2	.	.	.
RAD54 branch	3	-4	-10	6	-9	.
ERp5 block	-4	6	-1	1	2	0
S100A4 inh HTS	-1	-8	-2	-2	1	3
esBAF inh	-4	-3	10	8	2	.
ERAP1 inh	-3	1	-4	5	1	-3

43	Cc1cnc(NC(=O)c2sc(Nc3ccccc3)nc2N)o1
44	COc1ccc(C)cc1COC(=O)c1[nH]c(C)c(C(C)=O)c1C
45	CC(C)COC(=O)N1CCCCC1c1cc(C(=O)NCc2ccc(F)cc2)no1 (configuration not stated)
46	NC(=O)C1CCN(c2nc(-c3cccc(Cl)c3)cs2)CC1
47	CC1CCCC(NC(=O)COC(=O)c2cc3ccccc3oc2=O)C1C (configuration not stated)
48	Cn1c2c(c(=O)n(C)c1=O)C(c1ccc(C(F)(F)F)cc1)CC(=O)N2 (configuration not stated)

screen / no.	43	44	45	46	47	48
RAD52 anneal inh	-1	-39	-14	-5	-11	.
Xi reactivation	0.0	0.1	0.0	0.0	0.0	0.0
E-selectin induc	.	.	-0.1	0.0	-0.3	0.1
RAD54 branch	-6	-1	6	-1	1	-5
ERp5 block	2	9	5	-3	3	.
S100A4 inh HTS	0	-4	-17	-1	-5	.
esBAF inh	.	10	0	49*	68*	1
ERAP1 inh	.	-4	2	-2	2	.

49	COCC(=O)N(C)C[C@H]1Oc2ncc(C#CCC3CCCC3)cc2C(=O)N([C@@H](C)CO)C[C@H]1C
50	C=CCN(c1ccccc1C(=O)O)S(=O)(=O)/C=C/c1ccccc1
51	O=C(CSCc1c(Cl)cccc1Cl)N1CCOCC1
52	COc1ccccc1-c1c(C)oc2cc(OCC(=O)OCc3ccccc3)ccc2c1=O
53	CC(=O)N1N=C(c2cccs2)CC1c1cccc([N+](=O)[O-])c1 (configuration not stated)

screen / no.	49	50	51	52	53
RAD52 anneal inh	-9	-5	-20	-21	-16
Xi reactivation	0.6	0.3	-0.1	0.1	0.5
E-selectin induc	2.4	.	-0.3	.	-1.7
RAD54 branch	5	-1	.	.	.
ERp5 block	1	8	2	2	-2
S100A4 inh HTS	15	-2	2	1	-3
esBAF inh	5	-3	0	.	.
ERAP1 inh	-4	-6	-3	-3	0

Single entries from above.
In S100A4 inh HTS, compound 51 has the entry 2
In ERAP1 inh, compound 52 has the entry -3

As a working copy, part of the list above.
1	CCc1nnc(NC(=O)CSc2nnc(C)c(=O)n2N)s1
2	COc1cc(OC)c(NC(=O)CC2SC(N)=NC2=O)cc1Cl (configuration not stated)

screen / no.	1	2
RAD52 anneal inh	-4	-7
Xi reactivation	0.2	0.2
E-selectin induc	-0.3	0.1
RAD54 branch	-5	4
ERp5 block	2	-5
S100A4 inh HTS	-7	34
esBAF inh	-3	-5
ERAP1 inh	4	2
